# HCV core dimer = blocks dimerization of HCV core protein; TR-FRET GST/Flag-core106 dimerization, 1536-well; inhibition, % at 5 µM; hit rate 0.33% among 300,000; AID 1899;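 active means inhibition above the mean of all tested compounds plus 3 SD, set per screening campaign, cut at about 45% in these data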
#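 Assay system: tagged HCV core106 pair (GST and Flag); medium: KF-containing HEPES buffer, pH 7.45, DTT, CHAPS, BSA; also added: Eu donor and XL665 acceptor anti-tag antibodies; dosing: 5 µM single dose; timing: compound-protein-antibody incubation 4 h at 22.5 °C; signal: TR-FRET 671 and 617 nm emission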
# CTSL1 counter = cathepsin L1 inhibition, PFM18AAP counter-screen; inhibition, % at 5.96 µM; recombinant F. hepatica cathepsin L1, Z-Leu-Arg-MCA fluorescence; hit rate 0.49% among 300,000;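 active means inhibition above the mean of all tested compounds plus 3 SD, set per screening campaign, cut at about 17% in these data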;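 further: 0% = plate median of test compound wells and 100% = 1 µM Z-Phe-Ala-diazomethylketone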
# procasp7 counter = activates human procaspase-7, counter-screen for procaspase-3 activators. recombinant procaspase-7, Ac-DEVD-pNA absorbance 405 nm; D23A/D198A/D206A triple mutant, cannot self-cleave; scale: DMSO 0, 5 µM enzyme 100. P55210. hit rate 0.093% among 330,000. activation, % at 8.5 µM. AID 463210;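 active means percent activation above the screen-wide mean plus 3 SD, cut at about 25% in these data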
#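 Material: Procaspase-7 triple mutant (PC-7 D3A) | Quantity: 2 µM procaspase-7 mutant as dispensed | Reagent: DEVD-pNA substrate | Times: 1 h preincubation, 2 h reaction | Technique: 405 nm absorbance of p-nitroaniline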
# PP5 primary = PP5 (human) phosphatase inhibition; hit rate 0.18% among 320,000; AID 1987; P53041; purified PP5c, OMFP substrate fluorescence; inhibition, % at 6.7 µM;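 active means inhibition above the campaign's mean inhibition across all tested compounds plus 3 SD, cut at about 9.5% in these data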;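 further: 0% = DMSO only and 100% = 100 µM cantharidin control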
# JMJD2C inh = human JMJD2C demethylase inhibition; AID 2099; Q9H3R0; inhibition, % at 2.35 µM; hit rate 0.069% among 330,000; GST-JMJD2C(1-420) H3K9me3 demethylation, DELFIA europium;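 active means more than half of a compound's replicate wells show inhibition beyond 50%, single wells judged on their own value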;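 further: signal counts dimethyl H3K9 product captured on neutravidin plate; 0% = median of DMSO wells and 100% = 0.3 times that DMSO median; strong numbers were not always called active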
# Target sequence (Q9H3R0 1-420 limits assumed): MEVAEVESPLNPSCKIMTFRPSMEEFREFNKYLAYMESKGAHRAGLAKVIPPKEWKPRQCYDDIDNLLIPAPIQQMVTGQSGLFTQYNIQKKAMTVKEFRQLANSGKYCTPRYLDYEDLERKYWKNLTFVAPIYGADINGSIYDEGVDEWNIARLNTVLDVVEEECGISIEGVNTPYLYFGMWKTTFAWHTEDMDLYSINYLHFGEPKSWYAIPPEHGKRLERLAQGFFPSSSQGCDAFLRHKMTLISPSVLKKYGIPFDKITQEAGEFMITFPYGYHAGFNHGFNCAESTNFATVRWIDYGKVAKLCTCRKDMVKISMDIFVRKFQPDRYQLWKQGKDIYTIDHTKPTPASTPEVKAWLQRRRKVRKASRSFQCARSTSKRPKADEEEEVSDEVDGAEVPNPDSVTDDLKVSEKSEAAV
# PP1 counter = blocks human PP1-alpha phosphatase, a PP5 counter-screen. purified PP1alpha, OMFP fluorescence. inhibition, % at 6.7 µM. hit rate 0.9% among 320,000;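 active means inhibition above the mean inhibition of all tested compounds plus 3 SD, computed separately for each screening campaign, cut at about 15% in these data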
# Target sequence (P62136 whole entry, looked up): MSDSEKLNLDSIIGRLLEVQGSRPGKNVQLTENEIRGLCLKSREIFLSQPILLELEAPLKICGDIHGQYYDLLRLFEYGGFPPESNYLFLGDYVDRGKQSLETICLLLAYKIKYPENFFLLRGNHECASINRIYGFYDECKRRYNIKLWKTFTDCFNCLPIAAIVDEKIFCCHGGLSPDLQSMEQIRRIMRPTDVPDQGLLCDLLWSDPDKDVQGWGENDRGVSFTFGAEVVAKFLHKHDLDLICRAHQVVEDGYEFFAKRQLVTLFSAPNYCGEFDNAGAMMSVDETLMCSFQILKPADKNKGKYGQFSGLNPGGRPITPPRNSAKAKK
# TPT1 inhibitor = blocks Candida albicans tRNA 2'-phosphotransferase; hit rate 0.81% among 300,000; recombinant caTPT1, FP RNA substrate dephosphorylation; inhibition, % at 5 µM; AID 1962;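 active means inhibition above the mean of all tested compounds plus 3 SD, set per screening campaign, cut at about 24% in these data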;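 further: plate controls were DMSO alone for no effect and ferristatin control at 100 nM for full effect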
# Efflux pump inh = inhibitors of Candida antifungal efflux pumps expressed in yeast; hit rate 0.44% among 330,000; S. cerevisiae Candida pump triplex, Nile Red efflux; inhibition, % at 10 µM;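 active means plate passing quality check with inhibition over a set limit, or well fluorescence over plate mean plus 4 SD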;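 further: Nile Red retained in pooled yeast measured as flow cytometry median fluorescence; 0% = buffer negative control and 100% = Enniatin B positive control; higher means more Nile Red kept so more efflux inhibition; some compounds called inactive have numbers as strong as hits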
# procasp3 activ = activates human procaspase-3; P42574; recombinant procaspase-3 D3A, Ac-DEVD-pNA absorbance 405 nm; activation, % at 8.5 µM; hit rate 0.11% among 330,000;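 active means activation above the mean of all tested compounds plus 3 SD, cut at about 21% in these data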;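 further: 0% = DMSO alone and 100% = DMSO wells spiked with extra 5 µM PC-3 D3A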
# Target sequence (P42574 whole entry D9A/D28A/D175A): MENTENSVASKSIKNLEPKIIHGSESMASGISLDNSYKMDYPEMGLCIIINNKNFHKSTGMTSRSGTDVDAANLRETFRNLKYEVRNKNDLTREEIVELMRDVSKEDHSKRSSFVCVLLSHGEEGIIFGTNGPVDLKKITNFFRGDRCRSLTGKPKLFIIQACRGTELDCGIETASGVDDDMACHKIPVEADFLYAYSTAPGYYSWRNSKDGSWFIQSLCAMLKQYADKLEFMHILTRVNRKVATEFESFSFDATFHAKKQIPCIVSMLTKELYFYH
#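 Assay system: Autoprocessing-dead procaspase-3 D3A mutant enzyme; also added: Ac-DEVD-pNA; doses: one concentration, 8.5 µM nominal, 0.8% DMSO; times: 1 h compound preincubation, 2 h substrate hydrolysis at 25 °C; technique: 405 nm absorbance of p-nitroaniline, reads at 0 and 120 min; measure: % activation between DMSO and enzyme-spiked controls; repeats: single replicate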
# Starred values were filed as active, the others as inactive; i = inactive; . = no result given. Hits appear at their usual frequency; 2.9% or so of the library scored in one or more.
smiles,HCV core dimer,CTSL1 counter,procasp7 counter,PP5 primary,JMJD2C inh,PP1 counter,TPT1 inhibitor,Efflux pump inh,procasp3 activ
Clc1ccccc1-c1ccc(CN2CCN(c3ccccc3)CC2)o1,0.5,-4.2,4.1,-0.4,-0.2,-3.4,-6.1,0.1,6.9
COc1ccc(C(=O)OCc2c(-c3cccc(OC)c3)ncc3ccccc23)cc1,.,.,0.4,-1.2,-8.5,2.6,.,0.5,2.0
CCCCOc1ccc(C(CC(=O)NC)C(=O)O)cc1 (stereo not given),0.8,2.0,4.8,-0.6,-19.6,-0.9,-4.4,0.0,6.6
CC(C)c1ncc(C(O)c2cccc3ccccc23)n1C (stereo not given),1.0,-2.6,5.6,-0.6,12.6,-1.2,-1.9,0.0,5.0
CN(CC(=O)Nc1ccccc1Br)c1ncnc2sccc12,-1.6,-4.3,-2.4,1.4,-14.3,-0.7,-3.9,0.0,-0.6
CCCN(CCC)C(=O)C1CCCN(S(=O)(=O)c2ccc3c(c2)oc(=O)n3C)C1 (stereo not given),10.7,1.2,7.1,-0.8,1.2,3.0,1.8,0.1,-1.3
Cc1ccc(-c2nn(-c3cccc(F)c3)cc2CN(Cc2nccn2C)C(C)C)o1,1.6,-0.8,-7.3,3.2,7.4,3.6,5.7,0.5,-5.5
O=C(NNS(=O)(=O)c1cc(Cl)c(Cl)cc1Cl)c1cccnc1,-5.1,-1.6,6.5,1.5,3.2,-1.2,-1.2,0.1,-0.1
O=C(CCCN1C(=O)c2ccccc2C1=O)Nc1ccc(S(=O)(=O)N2CCOCC2)cc1,-4.6,6.2,7.3,-0.6,15.4,0.6,1.0,-0.2,8.5
CC(=O)Nc1ccc(-c2nnc(SCC(=O)NCc3ccco3)n2C)cc1,-0.4,-1.4,-6.1,3.2,-46.7,-1.4,2.5,0.2,2.8
CC(=O)C1=C(O)C(=O)N(c2ccc(Br)cn2)C1c1ccccc1[N+](=O)[O-] (stereo not given),-3.8,4.5,-9.6,1.5,-17.6,8.3,0.8,0.2,-5.0
COc1ccc(C(=O)Nc2nnc(Cc3ccc(OC)c(OC)c3)s2)c(OC)c1,0.2,2.1,-1.4,-0.4,2.9,2.7,-1.1,-0.1,2.6
CS(=O)(=O)N1CCN(c2ccccc2NC(=O)c2ccc(-c3ccc(Br)cc3)o2)CC1,27.7,5.0,-8.3,2.4,-1.9,11.2,2.4,0.3,-6.1
CCOC(=O)C1CCN(C(=O)c2ccc(OCC(=O)Nc3cccc(C(F)(F)F)c3)cc2)CC1,1.7,3.6,4.5,1.9,4.0,0.8,1.3,0.0,-0.6
CS(=O)(=O)Nc1ccc(C(=O)Nc2ccc(S(=O)(=O)N3CCCC3)cc2)cc1,-1.8,-2.2,1.0,3.1,6.3,-0.2,5.4,0.1,-5.7
NC(=O)CC(CC(=O)OCc1ccccc1)c1ccccc1 (stereo not given),3.9,-5.5,-28.1,1.9,0.2,2.9,0.9,-0.1,0.3
Cc1nn(C(=O)c2ccco2)c(C)c1Br,0.4,5.3,-2.8,-8.6,0.1,-2.2,5.6,-0.1,1.8
CCN(CCCNC(=O)COc1cc(=O)n(C)c2ccccc12)c1cccc(C)c1,-2.0,4.8,0.9,2.4,3.0,1.4,1.2,-0.1,-8.4
O=C(Nc1ccccc1N1CCOCC1)c1csc2c1CCCC2,-1.7,-1.2,13.3,0.9,-13.6,-3.6,2.5,-0.2,3.9
Cc1ccc(NCC(=O)N/N=C/c2ccncc2)cc1,-1.5,-3.4,9.7,-2.1,3.8,-4.1,-5.2,0.1,10.9
Cc1[nH]n(-c2ccccc2)c(=O)c1N=O,-6.5,0.6,-7.5,2.2,0.6,-5.9,-3.0,-0.1,0.4
O=C(CC1SCCNC1=O)Nc1ccc(Cl)c(Cl)c1 (stereo not given),0.1,-0.2,6.1,-0.4,12.8,-0.8,-1.0,0.1,10.0
Cc1ccc(-n2c(SCC3CNC(=O)O3)nnc2-c2ccccc2)cc1C (stereo not given),7.8,1.5,-3.3,-1.5,0.0,-0.1,-0.2,0.0,5.5
COc1cc(C(=O)OCC(=O)NCC2CCCCC2)ccc1OCC(C)C,1.4,5.2,5.8,0.5,-5.5,1.5,-1.1,0.0,3.2
CC(=O)NC(CC(=O)c1ccc([N+](=O)[O-])cc1)C(Cl)(Cl)Cl (stereo not given),-6.6,-8.9,-0.3,2.4,-7.1,3.6,1.4,2.5,-0.7
O=C(Cn1c(-c2ccccn2)nc2ccccc21)NCCN1CCOCC1,0.0,3.0,-7.5,3.6,-0.6,-3.5,0.6,0.1,-0.9
CC(=O)Cc1nsc(NC(=O)c2ccc(-c3cc(Cl)ccc3Cl)o2)n1,12.1,4.9,1.0,0.1,-5.6,0.9,-2.1,0.0,1.6
CC(C)SC1=NC(C)(C)C=C(/C=C/c2c(Cl)cccc2Cl)N1,-8.8,4.1,5.6,1.0,-12.2,-1.0,-1.7,-0.1,-3.0
CCc1ccc(N2CC(C(=O)N3CCN(c4ccccn4)CC3)CC2=O)cc1 (stereo not given),1.4,8.2,6.3,0.7,-0.9,-4.3,-1.5,0.1,3.5
O=C1CCN(C(=S)NCCc2ccccc2)CC1,0.7,-3.3,9.0,-1.2,-2.7,-2.1,-2.0,-0.1,3.8
CCOc1ccc(CCN2C(=O)c3ccc(C(=O)O)cc3C2=O)cc1OCC,-2.1,1.3,13.7,0.1,72.9,-2.9,-2.2,-0.1,-4.9
Cc1ccc(S(=O)(=O)N2CCC(C(=O)NCCN3CCOCC3)CC2)cc1C,-3.9,2.6,3.6,-1.7,-5.9,-2.0,-1.4,0.1,-5.9
CC1=NN(C(N)=S)C(=O)C1N=Nc1cccc(Cl)c1C (stereo not given),-5.5,6.0,-1.4,2.9,4.2,2.8,-0.6,-0.1,-2.1
Cc1ccc(C(C(=O)NC2CCCCC2)N2CCCC2)cc1 (stereo not given),-10.7,-3.5,11.9,-0.5,1.2,16.5*,0.0,-0.1,2.0
COC(=O)Cn1cccc1C(=O)c1ccccc1,-3.7,0.2,-0.5,0.7,-23.1,0.1,-2.4,0.0,6.2
COc1cccc(/C=N/Nc2ncccc2[N+](=O)[O-])c1OC,1.1,-0.5,5.6,1.0,-10.0,-2.3,-3.5,0.1,1.9

# 2 records drawn at random from the list so far, as already listed:
smiles,HCV core dimer,CTSL1 counter,procasp7 counter,PP5 primary,JMJD2C inh,PP1 counter,TPT1 inhibitor,Efflux pump inh,procasp3 activ
O=C1CCN(C(=S)NCCc2ccccc2)CC1,0.7,-3.3,9.0,-1.2,-2.7,-2.1,-2.0,-0.1,3.8
COC(=O)Cn1cccc1C(=O)c1ccccc1,-3.7,0.2,-0.5,0.7,-23.1,0.1,-2.4,0.0,6.2

# (listing goes on)
smiles,HCV core dimer,CTSL1 counter,procasp7 counter,PP5 primary,JMJD2C inh,PP1 counter,TPT1 inhibitor,Efflux pump inh,procasp3 activ
Cc1cc(C)c(S(=O)(=O)C(C)C)c(=O)[nH]1,-4.3,-2.3,15.7,2.3,-20.7,0.2,0.5,0.0,4.2
CCN(CC)S(=O)(=O)c1ccc(NC(=O)COC(=O)c2ccc(-n3nc(C)cc3C)cc2)cc1,10.5,-1.2,1.9,4.2,-11.1,-0.9,-4.7,0.0,6.8
CC(NS(=O)(=O)c1ccc(OCC(=O)N2CCOCC2)c(Cl)c1)c1ccccc1 (stereo not given),6.2,0.1,10.7,3.0,-7.3,-1.7,-6.0,0.0,0.8
CCOc1cc(NC(=S)NCC2CCCO2)c(OCC)cc1NC(=O)c1ccc(OC)cc1 (stereo not given),-3.6,4.7,2.0,-0.6,2.2,-0.1,-1.4,0.3,0.1
c1ccc(C2=NNC(c3ccccn3)=NN2)nc1,-3.0,-1.2,1.3,1.5,-12.8,-0.4,-0.5,0.1,2.0
COc1ccc(C(=O)N/N=C(\C)Cn2nc([N+](=O)[O-])cc2C)cc1,-2.4,-4.5,2.2,-5.4,-1.9,-5.0,3.4,0.0,-0.3
O=C(N/N=C/c1ccc([N+](=O)[O-])cc1)c1cc(C2CC2)[nH]n1,-4.1,7.4,-1.6,1.1,-7.7,4.0,-0.3,-1.9,0.6
C[C@@]12C(=O)N(Cc3ccccc3)CC(=O)N1[C@H]1c3ccccc3OC[C@@H]1[C@@H]2c1ccccc1,.,.,4.2,2.0,-2.4,0.1,.,0.3,6.5
CCC(/C=N/Nc1ccc(S(=O)(=O)N2CCCC2)cc1[N+](=O)[O-])CC,2.8,-2.5,6.8,-3.6,-2.4,-3.0,-1.4,0.2,-2.1
CCOC(=O)C1CCN(c2ccc([N+](=O)[O-])c(C(C)=O)c2)CC1,-4.2,6.4,-12.5,-1.9,9.2,1.2,-3.3,0.0,-8.2
Cc1ccc(-c2nc(CS(=O)(=O)CC(=O)NCCCN(Cc3ccccc3)C(C)C)c(C)o2)cc1,2.3,1.6,-5.8,-2.0,i,-5.5,4.0,0.0,2.9
COc1ccccc1-c1nnc(SCC(=O)NCc2cccs2)n1N,-3.1,-4.2,7.0,-2.2,0.2,-3.3,2.2,0.0,-8.4
O=C(COc1ccc(-n2cnnn2)cc1)NC(=O)NCc1ccccc1,14.7,2.2,9.3,0.3,-3.1,-1.1,-1.9,-0.1,2.3
O=C1N[C@@H](Cc2ccccc2)COC(=O)[C@@H](Cc2ccc(F)cc2)C/C=C\C[C@@H]1CC(=O)N(CCO)Cc1ccccc1,.,.,-0.2,.,12.3,.,.,0.1,3.2
Cc1cc(Br)ccc1OCCCCNC(C)(C)C,-5.7,-0.2,-8.4,-1.4,-5.3,-1.7,0.0,0.0,7.3
COc1ccc(S(N)(=O)=O)cc1C(=O)NNC(=O)C1COc2ccccc2O1 (stereo not given),.,.,3.1,.,-5.0,.,.,-0.1,7.2
CCOC(=O)CSc1nc2sc3c(c2c(=O)[nH]1)CCCC3,6.1,1.4,-1.6,1.1,-35.7,3.6,0.3,0.2,-2.2
CCn1c(CNS(=O)(=O)c2ccc(Br)cc2)nnc1SC,-22.9,-1.6,-7.0,-0.7,-2.5,-1.2,-0.1,0.1,3.8
CCOC(=O)c1cccc(NC(=O)c2ccc(N(C)C)cc2)c1,-2.5,1.1,-1.7,0.7,6.1,1.4,2.4,-0.4,3.1
CN(C)CCCNc1cn[nH]c(=O)c1Cl,-6.2,-3.9,7.8,0.1,11.5,-1.4,-2.0,0.0,-4.8
CCc1nn(CC(=O)NCCCN2CCN(CC)CC2)c(=O)c2cc3occc3n12,-5.0,0.8,-8.4,0.2,1.3,0.4,-0.1,-0.1,-3.2
Cc1ccccc1NC(=O)c1snc2c(=O)[nH]cnc12,3.8,0.8,11.8,0.3,6.5,-5.3,-1.1,-0.2,9.5

# Compound activity (PubChem)
